# Bioassay records deposited in PubChem BioAssay by several laboratories.
# NRP1-CendR mod: modulators of CendR peptide binding to NRP-1, primary screen, biochemical, fluorescence polarization, uHTS. inhibition, % at 25 µM. Neuropilin-1 (Homo sapiens), O14786. FAM-RPARPAR peptide binding to NRP-1. hit rate 0.85% among 360,000;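 active = inhibition or corrected inhibition above about 18%, plus a signal ratio from 0.5 to 1.5, limit read from the data, passing the limit was not always enough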; note: strong numbers were not always called active
# SUMO1-SIM PPI: modulators of SUMO1 protein-protein interactions, primary screen, biochemical, uHTS; hit rate 0.33% among 360,000; AID 602429, 2012; Small ubiquitin-related modifier 1 (Homo sapiens), P63165; inhibition, % at 20 µM; SUMO1 binding to a labelled peptide, TR-FRET, 1 h; in the data active = inhibition above about 37%
# Target sequence (P63165 whole entry, looked up): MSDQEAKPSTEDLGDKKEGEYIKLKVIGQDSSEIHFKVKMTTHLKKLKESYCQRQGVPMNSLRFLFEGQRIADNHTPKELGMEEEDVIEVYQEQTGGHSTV
# eLon inh: inhibitors of E. coli Lon protease, primary screen, biochemical, fluorescence polarization; P0A9M0; purified E. coli Lon protease; inhibition, % at 7.94 µM; hit rate 0.42% among 360,000; in the data active = inhibition above about 13%, passing the limit was not always enough;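 note: 0% = enzyme with probe and DMSO and 100% = no enzyme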
# Target sequence (P0A9M0 whole entry, looked up): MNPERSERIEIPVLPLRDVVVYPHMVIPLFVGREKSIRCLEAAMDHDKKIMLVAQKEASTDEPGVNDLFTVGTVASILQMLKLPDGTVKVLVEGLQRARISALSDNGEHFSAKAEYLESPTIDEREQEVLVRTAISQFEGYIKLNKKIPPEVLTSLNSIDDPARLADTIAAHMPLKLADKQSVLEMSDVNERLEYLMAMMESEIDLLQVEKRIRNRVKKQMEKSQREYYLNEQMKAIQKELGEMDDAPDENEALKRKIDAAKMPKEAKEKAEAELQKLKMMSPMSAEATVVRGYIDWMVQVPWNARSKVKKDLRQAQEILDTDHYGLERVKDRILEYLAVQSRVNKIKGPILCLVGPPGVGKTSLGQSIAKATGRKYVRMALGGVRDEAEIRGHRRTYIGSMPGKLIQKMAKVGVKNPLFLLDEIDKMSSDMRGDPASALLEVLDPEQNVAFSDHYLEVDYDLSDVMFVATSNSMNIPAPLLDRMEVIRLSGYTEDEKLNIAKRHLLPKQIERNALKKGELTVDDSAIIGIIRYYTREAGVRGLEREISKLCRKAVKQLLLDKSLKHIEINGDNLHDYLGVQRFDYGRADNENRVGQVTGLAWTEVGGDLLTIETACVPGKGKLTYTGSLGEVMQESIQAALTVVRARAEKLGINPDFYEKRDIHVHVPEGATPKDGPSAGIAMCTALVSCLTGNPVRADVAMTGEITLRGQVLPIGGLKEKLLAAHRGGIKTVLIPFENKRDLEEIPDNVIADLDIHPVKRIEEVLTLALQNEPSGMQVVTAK
# MsrA inhibitor: bovine MsrA enzyme inhibitors, primary screen, biochemical, absorbance, HTS | Methionine sulfoxide reductase A (Bos taurus) | purified bovine MsrA, absorbance read-out | inhibition, % at 15.5 µM | hit rate 0.75% among 360,000 | AID 651718, 2012; in the data active = inhibition above about 4.5%;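 note: 0% = vehicle wells with enzyme and 100% = reference inhibitor wells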
# DNMT1 inh: human DNMT1 methyltransferase inhibitors, primary screen, biochemical, molecular beacon, fluorescence, HinP1I cleavage, uHTS; DNA (cytosine-5)-methyltransferase 1 (Homo sapiens), P26358; hit rate 0.83% among 360,000; inhibition (reported as % activation of signal), % at 10 µM; AID 588458, 2011; in the data active = inhibition above about 50%
# STEP block: STEP phosphatase inhibitors, primary screen, biochemical, fluorescence intensity, uHTS. recombinant STEP, OMFP fluorogenic substrate. inhibition, % at 20 µM. hit rate 0.25% among 360,000. AID 588621, 2011;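 active = inhibition at 20 µM, scaled per plate between control wells, above about 37%, limit read from the data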;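 note: 0% = DMSO with enzyme and substrate and 100% = substrate only without enzyme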
#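 medium = Bis-Tris buffer pH 6.0, 2.5 mM DTT, 0.005% Tween 20 | test system = STEP (striatal-enriched tyrosine phosphatase) enzyme, cell-free | measure = normalized % inhibition | compound dosing = 20 µM, 1% DMSO | also added = 25 µM OMFP | schedule = reaction 20 min, ambient temperature | measured by = fluorescence read at 480 nm ex / 540 nm em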
# MsrA act: bovine MsrA enzyme activators, primary screen, biochemical, absorbance, HTS; Methionine sulfoxide reductase A (Bos taurus); purified bovine MsrA, absorbance read-out; activation, % at 10.6 µM; hit rate 0.3% among 360,000; AID 602163, 2012; in the data active = activation above about 7.5%;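 note: 0% = vehicle and 100% = reference activator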
# Tb MetRS inh: T. brucei MetRS inhibitors, primary screen, biochemical, luminescence; methionyl-tRNA synthetase (Trypanosoma brucei brucei); purified T. brucei MetRS, ATP depletion, Kinase-Glo luminescence; inhibition, % at 11.9 µM; hit rate 0.4% among 360,000;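 active = inhibition above a per-plate cutoff of the control wells' mean inhibition plus 3 SD, cut at about 5.5% in these data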;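 note: 0% = DMSO wells median and 100% = median of wells with control inhibitor compound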
#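 Material: parasite MetRS enzyme / Replication: singlicate, one well per compound / Signal: luminescence of leftover ATP / Schedule: 2 h aminoacylation at 25 °C after 15 min preincubation / Medium: HEPES-MgCl2-KCl buffer plus DTT, spermine, BSA, pyrophosphatase / Doses: 11.9 µM single point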
# LMPTP block: LMPTP phosphatase inhibitors, primary screen, biochemical, fluorescence intensity, uHTS; Low molecular weight phosphotyrosine protein phosphatase (Homo sapiens), P24666; recombinant LMPTP-A, OMFP fluorogenic substrate; inhibition, % at 20 µM; hit rate 0.22% among 360,000;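 active = compounds that cut the enzyme signal by at least half of the control window in the single-dose screen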;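 note: plate controls were DMSO wells with enzyme plus substrate for no effect and substrate without enzyme for full effect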
# Target sequence (P24666 whole entry, looked up): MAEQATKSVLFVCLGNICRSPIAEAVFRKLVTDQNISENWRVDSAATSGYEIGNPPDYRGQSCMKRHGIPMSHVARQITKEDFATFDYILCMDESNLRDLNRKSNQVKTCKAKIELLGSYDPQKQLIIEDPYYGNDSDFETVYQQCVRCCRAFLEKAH
#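 Test system: LMPTP-A, protein tyrosine phosphatase of low molecular weight; Input: 0.625 nM enzyme; Incubation: 50 min dark incubation at room temperature; Signal: endpoint fluorescence intensity from OMFP dephosphorylation; Read-out basis: % inhibition versus control wells.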
# Scp-1 inhibitor: Scp-1 phosphatase inhibitors, primary screen, biochemical, colorimetric, uHTS; AID 493091, 2011; inhibition, % at 20 µM; Recombinant Scp1, phosphopeptide, malachite green phosphate absorbance; Carboxy-terminal domain RNA polymerase II polypeptide A small phosphatase 1 (Homo …; hit rate 0.88% among 340,000;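 active = inhibition above about 50% at 20 µM, limit read from the data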;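 note: plate controls were DMSO wells with enzyme for no effect and wells lacking enzyme for full effect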
#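 assay system = SCP-1 phosphatase catalytic domain, residues 76-261 | buffer or medium = 50 mM Tris acetate pH 5.5, 0.005% Tween-20, 10 mM MgCl2 | incubation = enzyme reaction 45 min at room temperature, colour 5 min, stabilisation 30 min | signal = Phosphate-binding colour reagent, absorbance read at 630 nm | measure = % inhibition at 20 µM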
# * = called active by the depositor; x = not tested or not shown.
SMILES,NRP1-CendR mod,SUMO1-SIM PPI,eLon inh,MsrA inhibitor,DNMT1 inh,STEP block,MsrA act,Tb MetRS inh,LMPTP block,Scp-1 inhibitor
Cc1cc(NC(=O)CS(=O)(=O)c2cn(Cc3cccc(Br)c3)c3ccccc23)no1,-6,3,4,0.2,-3,-1,-2,0.5,0.7,x
N#Cc1ccc(NCCc2ccccn2)c([N+](=O)[O-])c1,-3,-27,-4,0.2,3,0,-1,0.8,0.1,-27
CC1=CC2=NC(=O)/C(=C/c3coc4ccccc4c3=O)C(=N)N2O1,16,-39,-156,0.7,-2,-2,-4,0.0,-0.3,-11
CN(C(=O)c1ccc(NC(=O)Cc2ccc(NC(=O)C3CCN(C(=O)c4ccccc4)CC3)cc2)cc1)C1CC1,-2,-3,-7,-1.1,0,-4,-6,0.1,-2.2,2
CC(=O)OC[C@@H]1CN(Cc2ccccc2)C[C@H](n2cnc3c(N4CCCC4)ncnc32)O1,-8,-3,-2,-0.3,-2,-3,-1,0.1,-0.6,x
CC(=O)c1c(C(C)=O)c(C)n(-c2nc(-c3ccccc3)c(C)s2)c1C,8,-1,-3,-1.2,0,1,-2,-0.5,1.3,-6
O=C(NC1c2ccccc2-c2ccccc21)c1ccco1,-3,1,1,-0.7,3,4,-2,0.1,0.5,-4
CCC(NC(=O)NCc1cccnc1)(C(F)(F)F)C(F)(F)F,-1,-2,-1,0.9,2,-4,-4,-0.2,0.2,-2
COc1cc(/C=C/C(=O)OCC(=O)Nc2cc(S(=O)(=O)N3CCOCC3)ccc2Cl)cc(OC)c1OC,-1,-12,-1,0.7,14,3,-3,-0.2,1.2,-12
COC(=O)Cn1c2ccccc2c2nc(C)sc21,-3,4,-2,-0.2,-3,1,2,0.1,-1.3,-6
COc1ccc(/C=N/NC(=O)c2cc(C)on2)c2ccccc12,2,-10,-10,2.7,-1,1,-4,-0.9,2.6,-5
CCCCN(CCCC)CCCNC(=O)C12CN(Cc3ccccc3)CC1C(c1cccc([N+](=O)[O-])c1)=NO2 (stereo not drawn),3,-20,0,-1.3,1,-1,-2,0.0,-0.5,2
COc1cc2ccc3c(CCN(C)C)cc(OC)c(OC)c3c2cc1OC,-1,-5,4,0.7,2,-1,-5,-1.1,-1.9,40
C=CCn1c(SCC(=O)NCC)nc2sc3c(c2c1=O)CCC3,-1,4,1,0.5,1,-2,-3,-0.1,-0.9,-4
CC(C)(C)OC(=O)CNC(=O)c1[nH]cnc1C(=O)NC1CCNCC1,17,-4,-1,0.1,2,-1,-1,-0.1,-1.1,-3
O=C(Nc1ccccc1)OCc1cnc(Cl)s1,3,-4,5,1.7,-1,-3,-2,-0.6,0.6,-10
CC1CC(C)CN(c2oc(Cc3ccccc3)nc2C#N)C1 (stereo not drawn),13,0,-6,-0.2,8,0,-7,-1.1,0.4,-1
Cc1ccc(S(=O)(=O)Nc2ccc3c(c2)n(C)c(=O)n3C)cc1,15,5,0,-0.1,0,4,-5,0.2,-0.7,-8
CCOC(=O)[C@]12CCCC=C1N(Cc1ccc3c(c1)OCO3)C(=O)[C@H](CC(=O)NCc1cccc(C(F)(F)F)c1)C2,-17,2,4,-0.1,x,x,1,0.4,4.4,x
COC(=O)c1c(NC(=O)COc2ccc(Cl)cc2Cl)sc2c1CC(C)(C)NC2(C)C,-6,35,8,-1.0,-6,5,-7,-0.2,5.1,-2
O=c1[nH]c(SCC2CCCCO2)nc2ccccc12 (stereo not drawn),-18,-1,-2,1.1,1,0,0,1.4,0.1,-5
C=CCn1c(Cn2nnc3ccccc32)nnc1SCC(=O)N/N=C/c1cc(Br)cc(OC)c1O,-8,0,7,x,0,-1,-4,-1.4,-4.9,-2
O=C(c1cc(-c2cccc(O)c2)on1)N1CCCCCC1,-4,-2,-6,-0.7,-4,1,-2,0.3,0.7,-9
CC(C)N(C(=O)[C@H]1C[C@H](CC(=O)NCCN2CCOCC2)C(=O)N2CCc3c([nH]c4cc(-c5ccco5)ccc34)[C@]12C)C(C)C,2,-10,-10,0.3,-1,2,0,-0.8,-8.8,4
Cc1ccc(Cc2c(-c3cccc(Cl)c3)nc3ccc(C)cn23)cc1,1,6,-3,-0.4,-5,0,-5,-0.9,7.2,x
SMILES,NRP1-CendR mod,SUMO1-SIM PPI,eLon inh,MsrA inhibitor,DNMT1 inh,STEP block,MsrA act,Tb MetRS inh,LMPTP block,Scp-1 inhibitor
CC(=O)Nc1ccccc1C(=O)N1CCN(c2cccc(C)c2C)CC1,1,3,-8,2.5,0,-2,5,0.2,-0.4,-5
CCN(C(=O)CCc1nnc2ccc(N3CCC4(CC3)OCCO4)nn12)c1ccccc1,4,-4,0,-0.3,1,0,-2,-0.3,-1.2,-6
NC(=O)c1c(NC(=O)C2CCCO2)sc2c1CCCC2 (stereo not drawn),0,10,6,0.7,5,3,6,0.0,2.6,-4
COCCNc1nc(NCCOc2ccccc2)c2sc(-c3ccccc3)cc2n1,15,1,-1,-1.0,-22,11,-1,-0.1,4.7,x
O=C(c1ccc(CNS(=O)(=O)c2ccc(Br)cc2)cc1)N1CCCCCC1,2,2,3,0.6,-1,0,-3,-0.5,-0.5,-3
O=C(NCC1CCCO1)c1cc(-c2ccccc2)nc2ccccc12 (stereo not drawn),-10,-17,1,-0.1,0,-1,-3,-0.1,-0.5,-6
COc1ccc(OC)c(NC(=O)CN2C(=O)C3(OCCCO3)c3ccccc32)c1,3,1,-5,-0.5,1,1,-4,-0.2,0.0,-14
CCCN(C)C1CN(Cc2cn(Cc3ccc(C)cc3)nn2)S(=O)(=O)C1 (stereo not drawn),0,6,5,0.6,x,x,-8,-1.5,-2.5,x
CCN(C1CCCCC1)S(=O)(=O)c1cc2c3c(c1)CCN3C(=O)CC2,3,2,-8,-0.6,3,0,-10,-0.5,-1.6,1
C=C(C)CN1C(=O)C(C)SC1=NN=C1SCC(=O)N1C (stereo not drawn),-7,-2,10,0.3,-2,-1,-6,-0.2,-1.9,x
CCOc1ccc(CCN2C(=S)N([C@@H](Cc3ccccc3)CN3CCCC3CN3C(=S)NC[C@@H]3Cc3ccccc3)C[C@@H]2Cc2ccc(O)cc2)cc1 (stereo partly drawn),-24,3,-10,0.0,x,x,-2,0.1,3.4,x
CC(NC(=O)[C@H](C)NC(=O)C1CC(=O)N(c2ccc3c(c2)OCO3)C1)c1ccccc1 (stereo partly drawn),7,-5,5,0.2,4,2,-7,-0.7,-1.0,-6
COc1ccc(C2=NOC(C(=O)NCCCN3CCOCC3)C2)cc1 (stereo not drawn),0,-1,-14,0.7,0,1,-2,-0.8,-3.1,-4
CS(=O)(=O)N(CC(=O)NCCSCc1ccccc1)c1ccccc1,6,-2,11,0.2,2,-2,-3,-0.6,-1.3,-2
CCOc1ncccc1C(=O)Nc1cc(S(=O)(=O)N2CCCCC2)ccc1OC,12,-11,-5,0.1,-3,0,-4,-0.3,-1.1,-8
CCOc1ccc(-c2nnn(CC(=O)NCc3ccco3)n2)cc1OCC,-4,3,-12,-0.8,2,-3,-1,-0.7,-0.5,-3
Nc1c(Cl)cc(C2=NCCn3nc4cc([N+](=O)[O-])ccc4c32)cc1Cl,-14,-24,-7,0.3,-15,-2,-2,-0.4,2.8,1
NCCCC[C@@H](C(=O)N1CCNCC1)n1cc(CCC(=O)O)nn1,1,-2,-2,-0.2,5,6,-6,-0.3,-7.2,-2
CCOc1ccc(/C(O)=C2/C(=O)C(=O)N(CCOCCO)C2c2ccccn2)cc1 (stereo not drawn),-5,-1,-2,3.3,-1,0,-4,-0.6,-0.7,4
C=CCN(c1ccccc1C(=O)O)S(=O)(=O)c1ccc(NC(=O)OC)cc1,4,14,10,2.2,1,2,-6,-0.1,0.9,-18
OC(Cc1ccccc1)c1ncc(-c2ccc(Cl)cc2)[nH]1 (stereo not drawn),1,1,-5,1.6,0,-1,1,1.0,1.6,x
COc1ccc(CC(=O)OCC(=O)c2c(N)n(C)c(=O)n(C)c2=O)cc1OC,17,4,2,0.2,5,4,-3,-0.2,-1.0,-8
COc1ccc(-c2oc(=O)c3cc(OC)c(OC)cc3c2/C=C/c2cccc([N+](=O)[O-])c2)cc1,-12,32,13,0.3,-4,1,-11,-0.5,-0.3,26
CCCOCn1cc(F)c(=O)[nH]c1=O,-1,-2,-11,0.0,3,2,-1,0.3,-2.1,-9
COc1ccc(-c2ccc(-c3noc(-c4cccs4)n3)c(OC)n2)cc1,-51,9,-13,1.7,-5,-5,3,-0.5,-1.3,-8

# Three of the entries above in order of the Scp-1 inhibitor value, largest number first:
compound | Scp-1 inhibitor
COc1ccc(-c2oc(=O)c3cc(OC)c(OC)cc3c2/C=C/c2cccc([N+](=O)[O-])c2)cc1 | 26
NC(=O)c1c(NC(=O)C2CCCO2)sc2c1CCCC2 (stereo not drawn) | -4
CCCOCn1cc(F)c(=O)[nH]c1=O | -9

# More structures.
SMILES,NRP1-CendR mod,SUMO1-SIM PPI,eLon inh,MsrA inhibitor,DNMT1 inh,STEP block,MsrA act,Tb MetRS inh,LMPTP block,Scp-1 inhibitor
O=C(NCc1ccc2c(c1)OCO2)C1CC(c2ccccc2O)=NO1 (stereo not drawn),-1,2,-2,1.0,2,3,-1,1.3,1.2,-15
O=C(CSc1nnc(Cc2ccccc2)o1)N1CCOCC1,-2,1,2,1.0,3,0,0,-0.1,-1.4,-2
O=C(N/N=C/c1ccc(Br)s1)c1c[nH]c2ccccc12,-8,-17,-14,3.9,-9,-2,-8,0.5,2.2,-11
O=c1[nH]c(C(F)(F)F)nc2ccccc12,-1,1,0,-0.7,-1,1,1,-0.5,-0.9,3
CCOC(=O)c1c(-c2ccc(C)cc2)cn2ccccc12,-20,-14,-10,1.6,-1,2,-5,-0.6,4.1,-10
CC1=C(C(=O)OC(C)C)C(c2cn(-c3ccccc3)nc2-c2cccs2)NC(=O)N1 (stereo not drawn),2,-1,5,0.9,-6,-3,-13,-1.5,-0.7,-2
